Sm TGR block: S. mansoni TGR enzyme inhibition | 360,000 compounds, 3% hits | purified TGR, DTNB reduction, TNB absorbance 405 nm | Potency, µM (doses to about 114 µM), for the others: at the top dose activity change, negative = inhibition, most hits filed as inhibitors | Q962Y6; further: potency means the concentration at half of the fitted maximal effect; on the % scale 0 is the no-effect control and ±100 the full control effect; nearly all actives have a fitted effect of over 60% in size
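Kinetic colorimetric format: TGR-catalysed, NADPH-driven DTNB reduction monitored via TNB absorbance. Enzyme dispensed at 20 nM; compound exposure 15 min at room temperature before reaction start.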
Shiga inhibitor: Shiga toxin inhibition | Vero cells, Shiga toxin protein synthesis inhibition reporter | inhibition, % at 38.7 µM | 290,000 compounds, 9.2% hits | AID 2315; in the data active means inhibition mostly above about 28%, no sharp cut-off; inactive means mostly below about 43%; further: 0% is about no effect
Pf growth 96h: P. falciparum growth inhibition at 96 hour, primary screen for plastid delayed-death inhibitors | Potency, µM (series often up to 28.7 µM), inactives show top-dose activity change, negative = inhibition, usual class: inhibitors | P. falciparum luciferase reporter growth, 96 h | 320,000 compounds, 6.9% hits; further: potency means the concentration at half of the fitted maximal effect; on the % scale 0 is the no-effect control and ±100 the full control effect
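Erythrocytes infected with luciferase-expressing P. falciparum were dispensed at 2% hematocrit and 0.05% parasitemia (final), then incubated with compounds 96 hours at 37 C in 5% CO2. Luminescence after detection reagent addition reported growth.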
Pf growth 48h: P. falciparum growth inhibition at 48 hours (one generation); 310,000 compounds, 5.9% hits; AID 504832; Potency, µM (highest dose often 28.7 µM), without a hit: at the highest dose activity change, negative = inhibition, hits mostly inhibitors; P. falciparum luciferase growth in erythrocytes, 48 h; further: potency means the concentration at half of the fitted maximal effect; on the % scale 0 is the no-effect control and ±100 the full control effect
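Firefly luciferase activity from engineered P. falciparum reports growth; inhibitors lower the luminescent signal. Cultures contained 2% hematocrit erythrocytes at 0.1% final parasitemia.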
CHX counter: counter-screen for Shiga toxin inhibitors: cycloheximide protein synthesis inhibition | cell reporter, cycloheximide protein synthesis inhibition counterscreen | max response, % | 300,000 compounds, 12% hits | AID 2314; in the data active means max response mostly above about 13%, no sharp cut-off; inactive means mostly below about 14%; further: read at 38.3 µM for the half of the compounds with a filed dose; 0% is about no effect
Giardia FBPA inh: blocks Giardia fructose-bisphosphate aldolase activity; A8B2U2; purified Giardia FBPA; Potency, µM (highest dose often 59.6 µM), for the others: at the highest dose activity, negative = inhibition, actives largely listed as inhibitors; 290,000 compounds, 0.71% hits; AID 2451; further: potency means the concentration at half of the fitted maximal effect; on the % scale 0 is the no-effect control and ±100 the full control effect; nearly all actives have a fitted effect of over 55% in size
Target sequence (A8B2U2 whole entry, looked up): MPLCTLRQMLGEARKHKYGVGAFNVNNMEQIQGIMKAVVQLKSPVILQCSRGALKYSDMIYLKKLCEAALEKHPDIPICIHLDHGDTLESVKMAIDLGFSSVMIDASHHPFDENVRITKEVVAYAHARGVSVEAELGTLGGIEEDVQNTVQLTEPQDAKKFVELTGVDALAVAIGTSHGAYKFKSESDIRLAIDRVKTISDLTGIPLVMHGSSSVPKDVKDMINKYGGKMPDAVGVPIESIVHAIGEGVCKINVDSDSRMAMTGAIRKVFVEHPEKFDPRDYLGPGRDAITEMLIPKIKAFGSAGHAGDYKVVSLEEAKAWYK
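40 nM FBPA preincubated 10 min at RT with compound (up to 57.5 uM final), then substrate plus GAPDH/TPI/NAD/arsenate coupling and diaphorase/resazurin added. Fluorescence read after 20 min at RT, 525/598 nm.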
An asterisk follows results filed as active; i = inactive; ? = inconclusive; nt = not tested or not shown; & = joins results of further samples; [ ] = another dose, or the depositor's remark. Unless noted, the call rests on the fitted dose curve; in most records, active means well fitted curve in the direction sought with a large enough effect; inconclusive means small, poorly fitted or top-dose-only effect, or another doubt; inactive means no such curve, though single readings can be large; an effect the other way counts as inactive or inconclusive. Outcome played no part in choosing rows. Share with any hit: about 24%.

canonical_smiles	Giardia FBPA inh	Pf growth 96h	Pf growth 48h	Shiga inhibitor	Sm TGR block	CHX counter
CC(=O)Nc1ccc(S(=O)(=O)NCc2ccc3[nH]c(C)cc3c2)cc1	-13.3%	-4.3%	-1.7%	9.0	?	1.7
Cc1ccc(C(=O)c2sc(Nc3ccccc3)c(C#N)c2N)cc1	-1.6%	-83.7%	?	23.6	6.6%	-1.7
COc1ccc(CNCCC(c2ccccc2)c2ccc3c(c2)OCO3)cc1 (configuration not stated)	-1.0%	?	?	-35.8	2.0%&4.2%	-7.7
CCOC(=O)c1c(C)[nH]c(N=Nc2ccc(OC)cc2)c1C	-21.3%	150.7%[activator]	152.8%[activator]	85.5*	-1.3%	35.2*
CCC(NC(=O)C1CCC1)c1ccc(C)cc1 (configuration not stated)	0.1%	0.4%	-14.5%	-3.9	2.7%	-1.7
CC1=C(C(=O)NC2CC(C)(C)Cc3c2cnn3-c2cccc(F)c2)OCCO1 (configuration not stated)	nt	?	-9.6%	-19.6	-10.5%	6.7
CCn1cc(C(=O)N2CCC3(CC2)OCCO3)c(=O)c2cc(S(=O)(=O)N3CCCC3)ccc21	0.2%	?	nt	-3.7	-1.3%	5.7
CCCn1c(SCC(=O)OCc2ccccc2)nc2c1c(=O)n(C)c(=O)n2C	5.9%	-0.8%[5.75 µM]	12.8%	-13.4	0.0%	1.2
O=C(COC(=O)c1ccc(O)cc1O)NC1CCCCCC1	nt	?	34.4%[activator]	nt	-10.0%	nt
Cc1cccc(C)c1N1CCN(CCn2c(=S)[nH]c3ccccc3c2=O)CC1	10.3%	0.0%	40.3%[activator]	-8.1	-23.9%	0.8
COc1cccc(OC)c1C(=O)Nc1nc2cc3c(cc2s1)OCO3	1.6%	2.2%	-15.1%	16.4	2.4%	-2.0
Cc1ccc(C)c(NC(=O)CN(C)C(=O)CN2C(=O)C3CCCCC3C2=O)c1 (configuration not stated)	nt	1.3%	0.3%	nt	-0.8%	nt

Continued.
canonical_smiles	Giardia FBPA inh	Pf growth 96h	Pf growth 48h	Shiga inhibitor	Sm TGR block	CHX counter
CN(Cc1nc(Cc2cccc(F)c2)no1)CC1CCOCC1	-1.9%	14.7µM*	2.0%	2.0	nt	-1.1
Cc1cc(C)cc(NC(=S)NCCc2ccc(S(N)(=O)=O)cc2)c1	-8.4%	1.65µM*	-8.0%	-9.1	-32.3%	1.0
COc1ccc(NC(=O)CSc2nc3ccccc3c(=O)n2CCNC(C)=O)c(OC)c1	-0.5%	47.9%[activator]	-2.8%	-2.6	12.7%	-2.9
CN(C)C(CNC(=S)Nc1ccc(Cl)cc1)c1cccnc1 (configuration not stated)	-0.8%	?	-8.4%	-8.0	1.3%	-2.6
CC12CCC(C(=O)NNc3ccccc3)(OC1=O)C2(C)C (configuration not stated)	2.1%	?	10.8%	-5.6	nt	-2.0
Cc1cccc(NC(=S)NCC23C=CC(O2)C2C(=O)N(c4ccc(Cl)cc4)C(=O)C23)c1 (configuration not stated)	-2.9%	34.2%[activator]	-6.8%	-7.1	3.16µM*	6.3
CC(Sc1nnc(-c2ccccc2Br)n1-c1cccc(C(F)(F)F)c1)C(N)=O (configuration not stated)	-16.6%	0.0%	-7.5%	-2.9	-1.0%	-0.1
CCOC(=O)C1CCN(S(=O)(=O)c2cc(F)ccc2OC)CC1	5.1%	?	7.8%	-11.6	-3.6%	-1.4
COc1ccccc1NC(=O)Cn1nc(-c2ccncc2)nc1SCC(=O)NC1CCCC1	1.0%	36.6%[activator]	23.4%	-3.8	18.7%	5.5
COc1ccc(S(=O)(=O)N2CCOCC2)cc1C(=O)N1CCCC1	nt	-14.9%	4.5%	-2.1	-21.5%	-2.0
Cc1oc(-c2ccc(Cl)cc2)nc1CN1CCCC(C(=O)NCc2ccco2)C1 (configuration not stated)	5.2%	?	14.0%	-5.9	-5.3%	19.7
O=S(=O)(c1ccccc1)N(CC1CO1)c1ccccc1 (configuration not stated)	5.1%	49.8%[activator]	-7.1%	11.1	nt	12.8

Laid out differently: 4 of the compounds above
Order of values – Giardia FBPA inh | Pf growth 96h | Pf growth 48h | Shiga inhibitor | Sm TGR block | CHX counter
- CC(Sc1nnc(-c2ccccc2Br)n1-c1cccc(C(F)(F)F)c1)C(N)=O (configuration not stated)
  -16.6% | 0.0% | -7.5% | -2.9 | -1.0% | -0.1
- CCOC(=O)C1CCN(S(=O)(=O)c2cc(F)ccc2OC)CC1
  5.1% | ? | 7.8% | -11.6 | -3.6% | -1.4
- COc1ccccc1NC(=O)Cn1nc(-c2ccncc2)nc1SCC(=O)NC1CCCC1
  1.0% | 36.6%[activator] | 23.4% | -3.8 | 18.7% | 5.5
- COc1ccc(S(=O)(=O)N2CCOCC2)cc1C(=O)N1CCCC1
  nt | -14.9% | 4.5% | -2.1 | -21.5% | -2.0

Copied from the list.
Pf growth 96h, Cc1cc(C)cc(NC(=S)NCCc2ccc(S(N)(=O)=O)cc2)c1 = 1.65µM*
Giardia FBPA inh, CN(Cc1nc(Cc2cccc(F)c2)no1)CC1CCOCC1 = -1.9%

(listing goes on)
canonical_smiles	Giardia FBPA inh	Pf growth 96h	Pf growth 48h	Shiga inhibitor	Sm TGR block	CHX counter
COCC(=O)NNC(=O)c1ccccc1OC	5.8%	-18.6%	-2.1%	20.4	nt	11.5
O=[N+]([O-])c1ccc(N2CCCCC2)c(Cl)c1N1CCCCC1	3.9%	?	?	-18.1	4.8%	-4.3
CCC(C)N(C(=O)Cn1cnc2c1c(=O)n(C)c(=O)n2C)C1CCS(=O)(=O)C1 (configuration not stated)	nt	5.4%	8.6%	nt	1.4%	nt
COc1cc(OC)cc(C(=O)N2CCN(C3CCCCC3)CC2)c1	-26.2%	?	38.5%[activator]	-5.9	-0.6%	-1.1
COCCn1c(SCC(=O)c2cccc(OC)c2)nnc1-c1ccco1	0.9%	13.1µM*	12.6%	39.1	-32.4%	-1.0
CCOc1ncccc1C(=O)OCC(=O)Nc1cc(S(=O)(=O)N2CCOCC2)ccc1Cl	3.3%	?	3.0%	-12.5	-11.5%	0.3
CCCCCCOC(=O)CCc1c(C)nc(N)[nH]c1=O	7.5%	nt	-11.9%	-10.6	-3.2%	-4.1
CCOC(=O)C1CCCN(C(=O)CCNS(=O)(=O)c2ccc3c(c2)CCC(=O)N3)C1 (configuration not stated)	3.4%	?	-8.3%	20.0	-0.8%	-9.0
O=C(N/N=C\c1ccc(COc2ccc([N+](=O)[O-])cc2)o1)c1ccc(Cl)cc1	4.5%	nt	-5.5%	20.6	-18.3%	-1.3
Nc1ccc(-c2nc3ncccc3o2)c(O)c1	10.1%	111.3%[activator]	-3.0%[0.00184 µM]	68.6*	7.0%	21.1*
COc1ccc(CCOC(=O)c2ccc(N)c([N+](=O)[O-])c2)cc1	nt	?	9.8%	20.7	9.4%	14.6
COc1ccc(N2CCN(C(=O)c3ccc(C)c(Cl)c3)CC2)cc1	3.0%	nt	0.7%	18.2	9.2%	7.5

(further entries)
canonical_smiles	Giardia FBPA inh	Pf growth 96h	Pf growth 48h	Shiga inhibitor	Sm TGR block	CHX counter
Cc1cc(C(=O)COC(=O)Cc2n[nH]c(=O)c3ccccc23)c(C)n1-c1ccc2c(c1)OCCO2	-15.9%	?	-13.5%	-9.9	-8.0%	11.7
Cc1noc(C)c1NC(=O)NCCN1CCN(Cc2ccccc2)CC1	5.9%	43.8%[activator]	36.2%[activator]	-6.3	13.6%	-2.9
COc1ccc(N=CC2=C(O)CC(c3ccccc3)CC2=O)c(OC)c1 (configuration not stated)	-11.2%	?	?	-4.0	4.9%	-4.1
CC(=O)N1C(O)CC(C)N1c1ccccc1 (configuration not stated)	-1.7%	?	18.7%	10.6	5.1%	2.2
CCOC(=O)c1c(-c2ccccc2)n(C)c2ccc(O)cc12	0.1%	?	nt	-7.7	-9.8%	-3.4
COc1ccc(C)cc1-n1c(C)cc(C=O)c1C	-15.0%	0.0%	?	-8.5	6.0%	3.2
CCN(C(=S)Nc1cccnc1)c1ccccc1	-8.4%	93.3%[activator]	3.0%	-3.3	25.1µM*	-2.8
CCN1CCN(Cc2c(O)ccc3c2O/C(=C\C=C\c2ccccc2OC)C3=O)CC1	-18.2%	4.15µM*	2.94µM*	97.4*	?	57.3*
Cc1ccc(CCNC(=O)C2CC(c3ccccc3[N+](=O)[O-])=NO2)cc1 (configuration not stated)	-2.6%	?	36.1%[activator]	14.2	0.5%	9.2
Cc1ccc(CSCC(=O)N2CCN(c3ccc(F)cc3)CC2)cc1	3.4%	22.7%	26.4%	-24.3	-11.7%&0.0%	-2.9
COCCN(C(=S)Nc1cccc(OC)c1)C1CCN(C(C)C)CC1	4.3%	13.1µM*	0.5%	-4.2	0.4%	-1.7
Cc1ccc(C2C(C(=O)c3cccs3)=C(O)C(=O)N2c2ccc(S(N)(=O)=O)cc2)cc1 (configuration not stated)	-7.3%	24.3%	21.9%	40.4	-30.6%	24.5*

Further records:
canonical_smiles	Giardia FBPA inh	Pf growth 96h	Pf growth 48h	Shiga inhibitor	Sm TGR block	CHX counter
O=C1N(Nc2ccccc2)C(c2ccc(Br)cc2)C12CCCC2 (configuration not stated)	4.9%	22.6%	33.2%[activator]	-10.7	-7.3%	-4.2
Cc1ccc(N2C(=O)CC(NNC(=O)c3cccc(S(=O)(=O)N4CCCC4)c3)C2=O)cc1 (configuration not stated)	7.1%	6.2%	32.7%[activator]	6.2	-4.9%	-1.1
Cc1ccc(C(=O)C(OC(=O)c2cnccn2)c2ccccc2)cc1C (configuration not stated)	3.0%	?	14.4%	-2.0	-0.6%	-0.8
Cc1ccc(NC(=O)CS(=O)CC(=O)NCC2OCCc3ccccc32)c(C)c1 (configuration not stated)	4.3%	nt	-6.1%	59.7	-3.6%	8.1
COc1ccc(C2=Nn3c(nnc3-c3cccnc3)SC2)cc1OC	8.6%	-5.5%	-8.4%	-4.5	3.5%	-2.0
O=C(OCC(=O)N1CCN(C(=O)c2ccco2)CC1)c1ccccc1C(=O)c1ccc(Cl)cc1	-27.1%	?	?	-8.1	0.0%	-4.0
Cc1ccc(C(=O)N/C(=C/c2ccc(Cl)cc2)C(=O)N2CCOCC2)cc1	-4.5%	26.6%	?	-2.1	-17.4%	-2.9
Cc1ncc([N+](=O)[O-])n1CCOC(=O)c1ccccc1	2.2%	39.3%[activator]	19.0%	-3.4	-4.4%	1.2
CC(C)(C)c1ccc(C(=O)N2CCC(=O)N(C(CO)Cc3ccccc3)CC2)cc1 (configuration not stated)	1.4%	?	-20.4%	2.5	1.1%	-2.7
Cc1ccc(C(=O)C(C)OC(=O)c2cc(=O)[nH]c3ccccc23)cc1 (configuration not stated)	nt	41.8%[activator]	6.8%	nt	-3.2%	nt
Cc1cc(Cl)c2ccccc2n1	2.1%	-7.7%	-0.1%	3.8	-1.1%	-1.4
COc1ccccc1NC(=O)CSc1nnc(C2CCCCC2)n1N	-2.5%	28.1%	11.1%	7.9	-1.4%	-4.2

Next part
canonical_smiles	Giardia FBPA inh	Pf growth 96h	Pf growth 48h	Shiga inhibitor	Sm TGR block	CHX counter
COC(=O)c1ccc(NC(=O)C(OC)c2ccccc2)cc1 (configuration not stated)	-1.0%	1.8%	-4.1%	21.6	nt	16.8*
Fc1ccc(-n2nnc(-c3nccs3)n2)cc1	2.8%	i	256.0%[activator]	53.5*	25.6%	37.9*
CN(C)c1c(F)cc(C(=O)NC(=O)NCc2cccnc2)cc1F	nt	30.8%[activator]	99.1%[activator]	-3.5	3.3%	-2.5
COc1ccc(N2CC(O)=C(c3nc(C)cs3)C2=N)cc1	-0.5%	-4.0%	nt	28.1	2.5%[11.4 µM]	6.0
Cc1cc(C)nc(NC2=NCC(=O)N2c2cc(Cl)cc(Cl)c2)n1	-19.1%	3.8%	-10.2%	-6.9	6.5%	27.8
CC(Sc1nnc(-c2ccco2)n1N)C(=O)NCC1CCCO1 (configuration not stated)	nt	0.7%	-9.7%	nt	-21.1%	nt
